Source: PubChem
PrPC TRFRET: inhibitors of human cell surface prion protein PrPC | P04156 | TR-FRET read-out | inhibition, % at 13.8 µM | actives 0.43% (n = 370,000); in the data active means inhibition above about 24%; further: 0% = median of the test wells and 100% = reference compound wells
MazF activator: increases E. coli MazEF RNase cleavage of RNA. P0AE70. FAM/BHQ RNA-DNA oligo cleavage fluorescence, 5 h. activation, % at 20 µM. actives 0.32% (n = 350,000); in the data active means activation above about 50%
Target sequence (P0AE70 whole entry, looked up): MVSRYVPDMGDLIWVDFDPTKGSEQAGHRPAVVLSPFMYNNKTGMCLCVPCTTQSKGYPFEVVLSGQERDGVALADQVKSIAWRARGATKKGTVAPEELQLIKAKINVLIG
SSB-PriA inh: inhibitors of Klebsiella pneumoniae PriA binding to SSB C-terminal tail. actives 0.6% (n = 430,000). inhibition, % at 33 µM. AID 1272365. AlphaScreen SSBct-PriA binding, biotinylated peptide; in the data active means inhibition mostly above about 37%, no sharp cut-off; inactive means mostly below about 20%;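 further: plate controls were negative control peptide for no effect and reference peptide for full effect; strong numbers were not always called active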
Yp Topo-I inh: Y. pestis Topo-I inhibition via cleavage products. Y. pestis Topo-I cleavage product accumulation, plate reader. activity, % at 10 µM. actives 0.064% (n = 360,000). AID 504884; in the data active means activity above about 50%, passing the limit was not always enough; further: inactives centre near 2
TcdB inh: TcdB glycohydrolase inhibition. inhibition, % at 9.99 µM. TcdB glycohydrolase enzymatic assay, plate reader. actives 0.24% (n = 350,000). P18177; in the data active means inhibition above about 10%
BH1578 lux ind: inducers of Vibrio cholerae quorum light production without autoinducers; V. cholerae BH1578 lux reporter, luminescence, 6 h; actives 0.16% (n = 350,000); AID 588436; activation, % at 18.7 µM; in the data active means activation mostly above about 9.7%, no sharp cut-off; further: not every result past the cut was called active; inactives centre near 0; reference of the scale not given here
Rv3671c protease: inhibitors of M. tuberculosis serine protease Rv3671c; P9WHR9; inhibition, % at 5.96 µM; AID 2606; actives 0.048% (n = 320,000); in the data active means inhibition above about 38%;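 further: extracellular domain of Rv3671c used as enzyme; 0% = enzyme with DMSO and 100% = no enzyme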
Target sequence (P9WHR9 whole entry, looked up, the tested form may be a part): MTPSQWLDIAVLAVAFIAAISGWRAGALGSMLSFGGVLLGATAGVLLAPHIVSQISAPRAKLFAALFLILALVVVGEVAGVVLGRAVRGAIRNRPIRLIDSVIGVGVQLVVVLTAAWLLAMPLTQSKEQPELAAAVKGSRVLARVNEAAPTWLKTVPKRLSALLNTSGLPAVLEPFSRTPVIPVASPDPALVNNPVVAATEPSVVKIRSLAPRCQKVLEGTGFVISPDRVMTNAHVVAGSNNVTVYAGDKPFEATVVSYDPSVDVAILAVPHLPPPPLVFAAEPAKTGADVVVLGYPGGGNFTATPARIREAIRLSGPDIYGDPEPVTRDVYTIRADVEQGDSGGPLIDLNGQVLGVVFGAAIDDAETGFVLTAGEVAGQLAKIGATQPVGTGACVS
CCHFV vOTU inh: blocks the CCHF virus ovarian tumor domain protease; CCHFV vOTU protease, Pep-AMC fluorescence; inhibition, % at 11.5 µM; actives 0.55% (n = 370,000); AID 651958; in the data active means inhibition above about 30%; further: 0% = vehicle wells with enzyme and 100% = no enzyme wells
3CLpro inhibitor: SARS-CoV 3CLpro protease inhibition | P0C6X7 | recombinant SARS-CoV 3CLpro, quenched FRET peptide cleavage | inhibition, % at 6 µM | actives 0.14% (n = 290,000); in the data active means inhibition above about 12%
DUSP3 inh: DUSP3 (human) phosphatase inhibition. P51452. recombinant VHR phosphatase, pNPP absorbance. inhibition, % at 13.3 µM. actives 0.52% (n = 290,000); in the data active means inhibition above about 50%; further: some compounds called inactive have numbers as strong as hits
Target sequence (P51452 whole entry, looked up): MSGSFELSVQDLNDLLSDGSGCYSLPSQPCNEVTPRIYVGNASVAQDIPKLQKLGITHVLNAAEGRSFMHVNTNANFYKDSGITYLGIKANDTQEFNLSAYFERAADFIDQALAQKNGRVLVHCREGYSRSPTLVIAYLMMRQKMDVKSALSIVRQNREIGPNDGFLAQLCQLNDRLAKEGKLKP
Active calls of the source: *; i = inactive; . = not tested or not shown; & = joins results of further samples. Not all compounds are listed; the hit share may differ from the screen's.

Every second line gives: PrPC TRFRET	MazF activator	SSB-PriA inh	Yp Topo-I inh	TcdB inh	BH1578 lux ind	Rv3671c protease	CCHFV vOTU inh	3CLpro inhibitor	DUSP3 inh
- COc1cccc(CNCC(O)COc2ccc(C(=O)c3ccccc3)cc2)c1 (stereo unspecified)
 : -7	0	-4	15	0.3	-0.3	-2	3	4	52*
- COc1ccc(-n2nc(C(=O)Nc3ccc4c(c3)OCO4)c3ccccc3c2=O)c(OC)c1
 : 8	6	-4	5	.	-0.3	4	12	5	-4
- CC(C(=O)Nc1cccc(S(=O)(=O)N2CCOCC2)c1)N1CCN(c2ccc(F)cc2)CC1 (stereo unspecified)
 : -6	1	5	8	0.4	-1.0	12	3	-4	12
- CCOc1cccc2sc(N(CCN(CC)CC)C(=O)c3cccc([N+](=O)[O-])c3)nc12
 : -6	-3	11	5	0.7	-0.5	6	14	1	6
- COc1ccc(NC(=O)Nc2cccc3c2O[C@H](CN(C)C(=O)Nc2ccc4c(c2)OCO4)[C@@H](C)CN([C@H](C)CO)C3=O)cc1
 : -4	5	14	13	0.8&1.8	-1.0	1	1	.	.
- COc1cc(/C=N/NC(=O)c2c(C)nnn2-c2nonc2N)ccc1O
 : -8	9	.	-7	0.9	-0.3	3	5	2	16
- CCCc1cc(=O)[nH]c(SCC(=O)Nc2oc(C)c3c(C)n[nH]c(=O)c23)n1
 : -8	2	-5	-7	1.0	-0.3	6	4	.	.
- CN(C)C(=O)CCc1ccc2c3c([nH]c2c1)[C@]1(CCC2CCCC2)[C@@H](C(=O)N2CCOCC2)C[C@H](CC(=O)NCCN2CCOCC2)C(=O)N1CC3
 : 9	4	-1	27	0.6	-0.5	.	-2	.	.
- Cc1sc2nc3n(c(=O)c2c1C)NC(=O)CC3
 : -1	-3	-8	-2	.	i	-4	13	1	31
- Cc1ccc(C(=O)N/N=C2\CCc3ccccc32)c(C)c1
 : 5	6	.	3	0.4	-0.4	2	7	-1	-35
- O=C(O)c1ccc2c(c1)C(=O)N(c1ncccn1)C2=O
 : -4	5	-11	-3	.	-0.3	-5	0	0	29
- COc1ccc(-c2c(C)nn(-c3ccccc3)c2NC(C)=O)cc1OC
 : 3	10	-3	1	-2.9	0.3	-7	5	-1	16
- Cc1ccc(C)c(N2CCN(C(=O)c3cc(S(=O)(=O)N4CCOCC4)ccc3F)CC2)c1
 : -4	-3	-1	10	-0.1	3.6	-9	1	-2	-2
- COc1ccc(Cl)cc1NC(=O)CSc1nnc(Cc2ccc(C)cc2)c(=O)[nH]1
 : 4	-7	3	9	1.1	-0.6	-2	22	.	.
- O=C(c1sccc1Br)N1CCN(Cc2ccc3c(c2)OCO3)CC1
 : 11	-3	5	-5	0.7	i	7	-2	0	-15
- O=C(Oc1ccccc1N1C(=O)CCC1=O)c1ccco1
 : 0	8	-10	2	.	-0.8	5	6	-5	12
- Cc1cc(C)c(NC(=O)NC(=O)c2ccc(F)cc2)c(C)n1
 : 0	-2	-4	7	.	-0.3	2	11	-4	8
- Nc1nc2n(n1)C(c1ccc(F)cc1)CC(c1ccc(F)cc1)N2 (stereo unspecified)
 : 0	-4	-2	7	.	i	0	2	3	14
- Cc1nc2cc(NC(=O)N3CCCCC3)ccc2n1C
 : -8	-3	-7	-4	.	-0.5	2	-6	0	-9
- Cc1ccc(-n2c(C)nn(-c3ncc(C(F)(F)F)cc3Cl)c2=O)cc1
 : 15	1	-5	6	.	6.2	3	19	3	26
- CCCCNC(=O)O[C@@H]1C[C@H]2CCC(=O)N3CC[C@@H](C1)[C@@H]23
 : 5	-1	-4	4	-0.5	-0.5	2	-6	4	28
- O=C(Nc1cccc([N+](=O)[O-])c1)C1C2/C=C\CCCCC21 (stereo unspecified)
 : -3	9	-10	-1	-2.0	-0.6	-5	19	0	-22
- CCOc1ccccc1NC(=O)Cn1c(=O)sc2ccccc21
 : 2	9	-11	3	-1.3	i	6	-1	2	20
- CCCOc1ccc(C(=O)OCC(=O)c2c(N)n(C)c(=O)n(C)c2=O)cc1OCC
 : 8	-1	-12	14	-1.7	-0.4	8	2	4	17
- CN1C(=O)Cc2cc(S(=O)(=O)N3CCN(c4cccc(Cl)c4)CC3)ccc21
 : 5	15	5	-5	-12	-0.4	6	16	2	-3
- CCc1nccn1S(=O)(=O)c1cc(C)c(OC)cc1C
 : 2	4	-7	-5	.	-0.4	3	-7	5	6
- CCN(CC)S(=O)(=O)c1ccc(Cc2ncc(C(F)(F)F)cc2Cl)s1
 : 0	-8	-18	24	.	0.0	2	18	-1	7
- O=C(CCn1ccnc1)Nc1cc(Cl)ccc1O
 : -3	-51	-7	-8	1.9	-0.4	1	14	-1	25
- COc1ccc(OCCCC(=O)Nc2ccc(OC)c(S(=O)(=O)N3CCOCC3)c2)cc1
 : -1	8	-15	-4	0.2	i	1	-1	.	.
- Cc1ccc2nc(NC(=S)NC(=O)c3ccc(OC(C)C)cc3)sc2c1
 : 3	4	-16	-9	0.8	-0.2	2	-2	.	.

Carrying on:
Every second line gives: PrPC TRFRET	MazF activator	SSB-PriA inh	Yp Topo-I inh	TcdB inh	BH1578 lux ind	Rv3671c protease	CCHFV vOTU inh	3CLpro inhibitor	DUSP3 inh
- O=C(COC(=O)COc1ccccc1F)Nc1cccc(S(=O)(=O)N2CCCCC2)c1
 : -2	9	1	10	-0.6	i	4	-1	.	.
- CC(=O)c1c(N=CN(C)C)nc(C)nc1-c1ccccc1
 : -5	3	-8	5	.	i	10	1	-4	-8
- O=C(NCc1ccccc1)c1ccc(Br)o1
 : 4	-6	12	3	1.8	-3.0	5	-2	-1	1
- CN1C(=O)/C(=C/C=C2/CCCN2C)N(C)C1=S
 : -10	-13	9	-9	-0.7	i	-5	-2	2	-4
- Cc1ccc2cc3cc(C(=O)N4CCCCCC4)oc3nc2c1
 : .	-1	-11	16	.	-0.3	-7	.	-3	3
- COc1cc(COc2ccc3c(C)c(Cc4ccccc4)c(=O)oc3c2C)cc(OC)c1OC
 : 8	-4	-5	9	.	-10	-26	9	1	25
- COc1ccc(/C=N/NC(=S)Nc2ccccc2)cc1COc1ccc(Br)cc1
 : 3	-12	.	-4	0.2	-0.3	-13	22	1	15
- COc1ccc(S(=O)(=O)N(CC(=O)N/N=C/c2cccs2)c2cc(C)cc(C)c2)cc1OC
 : 4	5	.	9	0.8	-0.6	-11	-3	-1	-22
- Cc1cc(C)nc(Nc2n[nH]c(COc3cccc4ccccc34)n2)n1
 : -5	-53	0	2	.	-0.3	.	-10	-2	10
- Cc1cc(CNC(=O)C(C)n2nc(C)c([N+](=O)[O-])c2C)c2ccccc2n1 (stereo unspecified)
 : -9	3	-4	14	0.6	i	2	-7	-2	23
- Cc1cc([N+](=O)[O-])ccc1NC(=O)C1CCCO1 (stereo unspecified)
 : -5	3	-8	-5	.	0.3	5	6	-3	-15
- CCc1nc2ccc(C(=O)NCc3ccc(OC)cc3)cn2c1N(CC)Cc1cccc(Br)c1
 : -1	.	.	4	1.3	i	.	28	.	.
- C[n+]1ccc(-c2cc[n+](C)cc2)cc1
 : -47&-47	-1	-8	0&-4	-0.5&-0.2	-0.3	5	-9&-6	.	.
- CNC(=O)NC(=O)CSc1nc2cc(C(=O)OC)ccc2c(=O)n1-c1ccccc1
 : -2	-2	2	7	.	-12	-8	-5	-2	19
- O=C1CC(c2ccc3c(c2)OCCO3)Oc2ccccc21 (stereo unspecified)
 : -3	-5	-8	14	0.6	0.0	-3	10	7	25
- CCOc1ccc2[nH]c(=O)c(CN(CCO)C(=O)c3ccccc3F)cc2c1
 : 2	1	-31	-5	.	i	-16	-11	-5	-2
- CSc1nc2ccc3nc(NC(=O)c4ccccc4)sc3c2s1
 : -3	-92	-8	6	0.8	-0.4	-32	-1	-5	2
- CC/C=C(\NC(C)=O)c1ccccc1
 : -4	7	6	-1	0.3	1.3	5	3	.	.
- CC(Sc1ccc(Cl)cc1)C(=O)NCc1ccc2c(c1)OCO2 (stereo unspecified)
 : -2	4	-20	-3	.	-2.6	2	14	-7	-6
- Cc1cccc(C(=O)Nc2ccc(C(=O)/C=C/c3ccncc3)cc2)c1
 : 11	3	-6	7	0.6	i	-74	-17	-1	1
- O=c1[nH]c(O)c(C=Nc2ccccc2Oc2ccccc2)c(=O)[nH]1
 : -1	-25	-5	2	-0.7	-0.8	-9	-7	-2	12
- Cc1ccc(C)c(N2CCN(S(=O)(=O)c3ccc4c(c3)CC(C)N4C(=O)C3CC3)CC2)c1 (stereo unspecified)
 : 5	-5	-20	28	0.6	-0.4	6	18	5	9
- CCC(C)(C)n1nnnc1CN(Cc1cc2cc(OC)ccc2[nH]c1=O)C1CCCC1
 : 6	-4	-1	22	.	i	0	0	-4	25
- Cc1ccccc1CNC(=O)C(C)Sc1ccccc1 (stereo unspecified)
 : -1	-8	.	6	1.3	i	.	-2	.	.
- Clc1ccc(OCCN2CCOCC2)cc1Cl
 : 3	4	-13	-1	.	-0.1	1	3	3	0
- CC(C)NC(=O)COc1coc(CN2CCN(c3ccccc3F)CC2)cc1=O
 : 3	3	-3	-6	-1.6	-0.2	-6	-18	3	12
- Cn1c(CC(=O)NNC(=O)c2ccc(F)cc2F)nc2ccccc21
 : 1	9	0	-3	0.0	-0.2	13	-5	.	.
- O=C(Nc1ccccc1)O[C@@H]1C[C@H]2CCCC(=O)N3CC[C@@H](C1)[C@@H]23
 : 3	11	-5	-4	0.3	i	.	16	.	.
- Cc1ccc(C(=O)Nc2ccc(C)c(S(=O)(=O)N3CCOCC3)c2)c(C)c1
 : 2	-8	5	3	0.5	-0.4	-7	-2	-7	1
- CCOc1ccccc1NC(=O)Nc1ccc2c(c1)CCC2
 : 3	13	-10	-6	1.1	-0.7	-3	4	1	11

6 entries from above, bar-delimited.
SMILES | PrPC TRFRET | MazF activator | SSB-PriA inh | Yp Topo-I inh | TcdB inh | BH1578 lux ind | Rv3671c protease | CCHFV vOTU inh | 3CLpro inhibitor | DUSP3 inh
CC(Sc1ccc(Cl)cc1)C(=O)NCc1ccc2c(c1)OCO2 (stereo unspecified) | -2 | 4 | -20 | -3 | . | -2.6 | 2 | 14 | -7 | -6
CCOc1ccc2[nH]c(=O)c(CN(CCO)C(=O)c3ccccc3F)cc2c1 | 2 | 1 | -31 | -5 | . | i | -16 | -11 | -5 | -2
Cc1ccc(C)c(N2CCN(S(=O)(=O)c3ccc4c(c3)CC(C)N4C(=O)C3CC3)CC2)c1 (stereo unspecified) | 5 | -5 | -20 | 28 | 0.6 | -0.4 | 6 | 18 | 5 | 9
COc1cc(COc2ccc3c(C)c(Cc4ccccc4)c(=O)oc3c2C)cc(OC)c1OC | 8 | -4 | -5 | 9 | . | -10 | -26 | 9 | 1 | 25
O=C(NCc1ccccc1)c1ccc(Br)o1 | 4 | -6 | 12 | 3 | 1.8 | -3.0 | 5 | -2 | -1 | 1
CCc1nc2ccc(C(=O)NCc3ccc(OC)cc3)cn2c1N(CC)Cc1cccc(Br)c1 | -1 | . | . | 4 | 1.3 | i | . | 28 | . | .

Next section.
Every second line gives: PrPC TRFRET	MazF activator	SSB-PriA inh	Yp Topo-I inh	TcdB inh	BH1578 lux ind	Rv3671c protease	CCHFV vOTU inh	3CLpro inhibitor	DUSP3 inh
- C/C(=N\NC(=O)c1ccccc1O)c1ccc(NC(=O)Cc2ccccc2)cc1
 : -1	3	i	8	0.3	-0.6	0	4	-1	20
- CN(/N=C/c1ccncc1)c1cnn(-c2ccc(F)c(Cl)c2)c(=O)c1Cl
 : -6	6	.	11	.	i	3	0	3	39
- O=C(NCc1ccccn1)c1n[nH]c(=O)c2ccccc12
 : 1	6	3	-2	0.8	i	-2	16	-4	-26
- Cn1c(CNC(=O)c2cccs2)nnc1SCC(=O)Nc1ccc(Cl)cc1
 : 15	-6	-12	-7	.	-0.2	6	5	3	-5
- O=C(CSc1ncccn1)Nc1ncc(C(F)(F)F)cc1Cl
 : -3	10	-12	0	0.2	-0.4	-5	-5	-4	1
- CC(C)NC(=O)C1(C)CCN1C(=O)C(c1ccccc1)c1ccccc1 (stereo unspecified)
 : 1	.	.	-1	0.7	-0.2	.	12	.	.
- O=C(Nc1ccc(O)cc1)/C(=C\c1ccncc1)NC(=O)c1ccccc1
 : -7	10	5	-1	24*	-0.3	-1	13	2	-17
- CC1(C)CC(CC(=O)NC(=S)Nc2ccc([N+](=O)[O-])cc2)C(=O)O1 (stereo unspecified)
 : -7	-2	29	-11	.	i	-1	1	-5	9
